Source: PubChem BioAssay (several laboratories)
V-ATPase pH – yeast V-ATPase proton transport regulation by pHLuorin; S. cerevisiae, pHLuorin cytosolic pH fluorescence; response, % at 10 µM; 350,000 tested, 0.37% active; AID 504577; in the data active = response mostly above about 7.3%, no sharp cut-off; inactive = mostly below about 5.4%; also: actives read high; inactives centre near 0; some compounds called inactive have numbers as strong as hits; reference of the scale not given here
NSD2 HMT inh – blocks human histone methyltransferase NSD2 | AID 743445 | 310,000 tested, 0.54% active | inhibition, % at 12.5 µM | O96028 | NSD2 peptide methylation, AlphaScreen, 120 min; in the data active = inhibition above about 50%
Target sequence (O96028 whole entry, looked up): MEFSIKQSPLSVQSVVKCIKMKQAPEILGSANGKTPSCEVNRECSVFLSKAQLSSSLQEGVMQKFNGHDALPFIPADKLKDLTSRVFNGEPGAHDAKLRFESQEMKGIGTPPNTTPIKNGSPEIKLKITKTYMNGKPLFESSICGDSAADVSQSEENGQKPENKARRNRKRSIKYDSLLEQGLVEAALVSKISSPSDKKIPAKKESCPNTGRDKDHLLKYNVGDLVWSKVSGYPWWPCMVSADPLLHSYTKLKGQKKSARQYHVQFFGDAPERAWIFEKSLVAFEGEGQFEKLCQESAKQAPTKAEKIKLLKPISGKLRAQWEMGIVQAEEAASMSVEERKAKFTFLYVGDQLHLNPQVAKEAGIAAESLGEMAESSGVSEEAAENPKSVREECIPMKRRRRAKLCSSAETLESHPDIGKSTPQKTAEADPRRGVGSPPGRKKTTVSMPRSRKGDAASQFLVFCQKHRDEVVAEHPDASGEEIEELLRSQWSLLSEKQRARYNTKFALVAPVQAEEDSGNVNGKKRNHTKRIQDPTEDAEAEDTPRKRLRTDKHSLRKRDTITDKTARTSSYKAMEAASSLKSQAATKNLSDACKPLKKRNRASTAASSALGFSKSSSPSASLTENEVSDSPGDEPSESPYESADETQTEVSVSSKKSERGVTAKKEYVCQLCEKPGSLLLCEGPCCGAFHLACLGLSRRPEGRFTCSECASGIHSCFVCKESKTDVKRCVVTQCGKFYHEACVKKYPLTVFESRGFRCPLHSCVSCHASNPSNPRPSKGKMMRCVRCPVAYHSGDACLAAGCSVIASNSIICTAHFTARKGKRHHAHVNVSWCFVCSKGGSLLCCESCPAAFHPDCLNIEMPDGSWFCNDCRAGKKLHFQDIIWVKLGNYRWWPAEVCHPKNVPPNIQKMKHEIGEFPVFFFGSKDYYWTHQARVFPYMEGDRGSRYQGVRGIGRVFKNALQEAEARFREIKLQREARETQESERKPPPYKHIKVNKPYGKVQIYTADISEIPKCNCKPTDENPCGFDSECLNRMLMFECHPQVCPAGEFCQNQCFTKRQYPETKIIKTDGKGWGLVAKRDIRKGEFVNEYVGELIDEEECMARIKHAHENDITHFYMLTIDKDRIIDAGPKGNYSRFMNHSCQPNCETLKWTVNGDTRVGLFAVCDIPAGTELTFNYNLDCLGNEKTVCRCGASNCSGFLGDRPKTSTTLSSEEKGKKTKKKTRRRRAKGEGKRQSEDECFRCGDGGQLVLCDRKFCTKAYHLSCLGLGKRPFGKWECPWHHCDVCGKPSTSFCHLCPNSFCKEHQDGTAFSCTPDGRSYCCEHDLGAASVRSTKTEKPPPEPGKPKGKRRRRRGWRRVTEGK
Wnt act – Wnt/beta-catenin pathway activation. Wnt/beta-catenin reporter cell assay, activator, plate reader. activation, % at 9.35 µM. 300,000 tested, 1.2% active; in the data active = activation above about 30%, passing the limit was not always enough;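 also: 0% = neutral control wells and 100% = positive control wells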
HTR5A inv ag – HTR5A inverse agonism, opioid heterodimer counter-screen | HTR5A cell line, luminescence | inhibition, % at 9.3 µM | 340,000 tested, 0.083% active | AID 504634; in the data active = inhibition mostly above about 23%, no sharp cut-off; inactive = mostly below about 18%;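 also: 0% = cells with DMSO and 100% = no-cell wells with DMSO; some compounds called inactive have numbers as strong as hits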
PvdQ acylase – blocks Pseudomonas aeruginosa PvdQ acylase activity. purified PvdQ acylase, fluorescence plate reader. inhibition, % at 10 µM. 340,000 tested, 0.063% active. AID 488965; in the data active = inhibition above about 30%, passing the limit was not always enough;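 also: 0% = vehicle neutral wells and 100% = reference inhibitor wells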
HTR5A ag – activates human HTR5A in OPRM1-OPRD1 agonist counter-screen. 340,000 tested, 0.61% active. activation, % at 9.3 µM. HTR5A agonist assay, luminescence, cell-based; in the data active = activation mostly above about 9.5%, no sharp cut-off; inactive = mostly below about 7.6%;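 also: 0% = cells with vehicle only and 100% = reference agonist; strong numbers were not always called active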
SR-BI DiI inh – blocks mouse SR-BI lipid uptake from DiI-HDL | inhibition, % at 12.5 µM | 320,000 tested, 0.96% active | AID 488896 | ldlA[mSR-BI] CHO cells, DiI-HDL uptake fluorescence, 3 h | Q61009;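 active = mean replicate inhibition of at least 70% and a set share of replicates each scoring 70 or more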;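 also: 0% = median of neutral control wells and 100% = median of positive control wells; values of inactives mirror those of a sister screen read the other way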
MITF TRPM1 HTS – activators of MITF-driven TRPM1 promoter activity in SK-MEL-5 cells; activation, % at 12.5 µM; SK-MEL-5 TRPM1-promoter luciferase, 24 h; % of positive control, neutral wells = 0; 300,000 tested, 0.75% active;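 active = mean activation of at least 80% with every replicate also reaching 80%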;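 also: 0% = neutral control wells and 100% = parthenolide positive control wells; values of inactives mirror those of a sister screen read the other way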
CDK5 inh – CDK5/p35 (human) kinase inhibition | 330,000 tested, 0.01% active | inhibition, % at 10 µM | Recombinant CDK5/p35, ADP-Glo luminescence, 60 min | Q00535+Q15078;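 active = highest replicate inhibition of at least 50% and at least 75% of replicates reaching 50%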;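 also: plate controls were DMSO neutral control for no effect and GW8510 at 10 µM for full effect; many of its hits are not listed in these tables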
dFosB activator – enhances mouse delta FosB homodimer DNA binding | purified delta FosB, TAMRA-CDK5 oligo fluorescence polarization; percent of positive-control signal above neutral wells | activation, % at 25 µM | 340,000 tested, 0.99% active | AID 493131;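 active = mean activation above about 17%, with every replicate also reaching it, limit read from the data, passing the limit was not always enough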;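 also: fluorescence polarization rise as delta FosB binds a TAMRA Cdk5 AP-1 oligo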
* = called active by the depositor; x = no result given.

SMILES	V-ATPase pH	NSD2 HMT inh	Wnt act	HTR5A inv ag	PvdQ acylase	HTR5A ag	SR-BI DiI inh	MITF TRPM1 HTS	CDK5 inh	dFosB activator
Cc1ccc(NC(=O)CSc2nc3ccccc3c(=O)n2Cc2cccs2)cc1	-3	18	1	8	-8	2	0	8	1.3	-1
O=C(CSc1nc2ccsc2c(=O)n1NC(=O)c1ccccc1)Nc1nccs1	1	0	x	-2	-19	1	-3	6	-0.5	1
CSc1nc(N)nc(SCC(=O)c2ccccc2)c1C#N	10	-1	11	6	-9	-2	10	x	-1.4	-1
CC1=C(C(=O)OCC2CCCO2)C(c2ccsc2)C2=C(CCCC2=O)N1 (centres undefined)	5	-1	-2	-1	2	9	1	-10	1.4	-2
COCCn1c(SCC(=O)Nc2cc(C)on2)nnc1-c1ccccc1	-4	9	2	-27	1	-7	-6	1	-0.6	3
O=C(O)/C=C/c1cn(Cc2ccccc2)nc1-c1ccccc1	2	0	x	31	-7	-3	-23	-8	-1.0	1
O=C1C2C3C=CC(CC3)C2C(=O)N1c1ccc(Br)cc1[N+](=O)[O-] (centres undefined)	3	-1	1	-11	-5	3	-16	-6	-0.9	0
CSCCC(NS(=O)(=O)c1ccc(Cl)cc1)C(=O)OCC(=O)NC12CC3CC(CC(C3)C1)C2 (centres undefined)	-6	0	x	-22	8	4	7	2	0.4	-12
COCc1c(C(=O)Nc2ccc(C)c(S(=O)(=O)N3CCOCC3)c2)oc2ccccc12	0	-2	12	-1	-12	8	30	x	-1.0	-30
CCC1CCCCN1C(=O)COC(=O)CSc1ccc(C(N)=O)cc1[N+](=O)[O-] (centres undefined)	-4	3	0	-3	-11	1	16	-5	0.5	3
CCc1ccc(NC(=O)CC2C(=O)N(c3cccc(OC)c3)C(=O)N2CCOC)cc1 (centres undefined)	1	7	-1	-8	-9	2	-310	-5	2.3	-13
CCOC(=O)N1CCC(N2Cc3cccc(C(=O)O)c3C2=O)CC1	-2	x	2	-2	-17	1	0	x	-1.7	1
CCOc1ccc(NC(=S)N(Cc2ccc(Cl)cc2)Cc2ccco2)cc1	-1	-1	-1	6	-9	3	3	1	-0.7	0
Cc1ccc(N(C)C(=O)n2cnc3ccccc32)cc1	-1	-4	0	-5	4	-1	-7	6	0.0	3
O=C(CSc1nnc(-c2cccnc2)o1)Oc1ccccc1	-1	0	-5	-3	7	8	-22	-6	-1.3	-6
CC1=CCC(C(=O)O)C(C(=O)Nc2nc3ccc(S(C)(=O)=O)cc3s2)C1 (centres undefined)	-2	-2	x	-7	4	2	x	x	-0.7	-1
NC(=S)NNc1ccnc2cc(Cl)ccc12	2	0	0	9	-4	-3	90*	-6	2.7	3
CCc1noc(C)c1C(=O)Nc1ccc(S(=O)(=O)N2CCCC(C)C2)cc1 (centres undefined)	0	-2	1	26	-18	-11	24	0	-0.1	-6
O=C1c2ccc([N+](=O)[O-])cc2NC(c2ccco2)N1/N=C/c1ccco1 (centres undefined)	-5	4	10	-6	-11	2	x	29	-0.8	-11
C=CCn1c(=NC(=O)c2ccc(S(=O)(=O)N3CCCc4ccccc43)cc2)sc2cc(S(N)(=O)=O)ccc21	-1	-1	-15	-6	-4	-2	-23	-13	2.0	14
Cc1ccc(NC(=O)C(=O)NCC2OCCc3ccccc32)cc1 (centres undefined)	7	-1	1	-5	-7	2	12	20	-3.0	0
COc1cccc(CNC(=O)Cc2c(C(=O)O)[nH]c3ccccc23)c1	1	-1	x	9	-11	-3	4	-5	1.3	-3
CCOC(=O)c1cnc(SC)nc1Oc1cccc(NC(=O)c2ccc(C)cc2)c1	7	-1	-1	8	-4	2	35	9	0.2	-13
O=C(c1ccc(N2CCCC2)c([N+](=O)[O-])c1)N1CCc2ccccc2C1	4	16	1	-8	-4	3	-24	20	-0.2	-12
CCCCCn1nc(-c2ccccc2)c2nc3ccccc3nc21	-2	-5	-3	3	10	-1	-1	x	1.0	1
Other compounds:
SMILES	V-ATPase pH	NSD2 HMT inh	Wnt act	HTR5A inv ag	PvdQ acylase	HTR5A ag	SR-BI DiI inh	MITF TRPM1 HTS	CDK5 inh	dFosB activator
O=C1CSC(c2ccccn2)N1Cc1cn2ccccc2n1 (centres undefined)	3	0	x	-13	-8	5	-2	-2	-0.9	2
Cc1cc(NC(=O)C2CC(=O)N(c3ccccc3Cl)C2)no1 (centres undefined)	-1	3	-2	-29	-11	10	x	5	-0.4	-1
COc1ccccc1NC(=O)c1csc(-n2nc(C)cc2C(F)(F)F)n1	-1	1	x	-22	-13	9	22	22	-12	-1
O=C(CCc1ccccc1)N=C1SC2CS(=O)(=O)CC2N1c1cccc(F)c1 (centres undefined)	4	-1	-1	8	-9	0	-36	4	-7.3	-13
O=C(NCc1nnc2c(C(F)(F)F)cc(Cl)cn12)c1cccs1	1	2	0	23	6	-2	-26	-9	0.5	0
CC(=O)Nc1nnc(SCC(=O)N2CCc3ccccc32)s1	2	0	-2	-1	-10	-4	9	1	0.2	7
CON(c1nc(Cl)nc(N(C)C)n1)S(=O)(=O)c1ccc(C)cc1	2	-1	2	-12	0	3	6	2	0.2	3
COc1ccccc1NC(=O)CNC(=O)c1ccc(Br)o1	3	-3	1	11	6	-3	-25	x	2.3	-2
Cc1ccc(C(=O)NC2CCS(=O)(=O)C2)cc1S(=O)(=O)N1CCCCCC1 (centres undefined)	1	-2	0	3	-1	-1	-4	0	-1.1	-7
CCOC(CNC(=O)c1nnc(Cc2cc(OC)c(OC)c(OC)c2)o1)OCC	1	x	1	-13	-6	4	x	-6	0.0	-8
CS(=O)(=O)N(CCC(=O)O)Cc1ccccc1	-2	4	x	9	4	-4	8	2	-0.8	-3
O=C(COc1c(Br)cc(Br)cc1Br)N/N=C/c1ccco1	0	0	x	-28	-8	-2	22	9	-1.0	31*
O=C(NCc1ccccc1)C1CC(=O)N(C2CCCCCC2)C1 (centres undefined)	-1	-3	-1	-4	-1	4	-25	-3	-0.1	-2
Cc1cc(C(=O)CSc2nn(-c3ccccc3)c(=S)s2)c(C)n1Cc1ccco1	-1	0	x	22	-1	5	0	x	-1.0	-9
Cc1ccc(-c2csc(NC(=O)c3ccccc3F)c2C(=O)O)cc1	1	0	7	-40	-7	11	-4	21	-0.5	-4
CC12C(=O)N(c3ccccc3C(=O)O)C(=O)C1C1C=CC2C1 (centres undefined)	-3	-3	x	9	-13	-4	-4	6	0.7	-3
O=C(NC1CCN(C(=O)NCc2ccccc2)CC1)c1ccco1	-3	-1	x	-14	-12	3	-18	-11	0.3	4
CSc1ccc(/C=C/C(=O)c2ccc(O)cc2)cc1	2	5	x	3	14	7	-4	94*	3.2	-3
O=C(Nc1ccc(Cl)cc1)OCc1cn(-c2ccc(Cl)cc2)nn1	x	0	12	-1	-1	0	8	x	-1.9	-11
C#CCNc1nc(CC)nc2c1nnn2Cc1ccccc1F	-5	-1	1	-5	-26	7	4	-3	-2.8	0
N#C/C(=C\c1ccc(O)c([N+](=O)[O-])c1)c1nc2ccccc2s1	2	11	4	-14	3	5	2	-3	2.5	-27
CCN1N=C(c2ccccc2)CCC1=O	-2	0	10	-14	-9	5	16	0	0.5	-4
COc1cccc(CNC(=O)CCc2ccc(OC)c(OC)c2)c1	-4	10	-1	-14	5	4	11	-3	1.3	4
Fc1ccc(N2N=C(c3cccs3)CC2c2ccccc2)cc1 (centres undefined)	0	-11	-1	-1	-40	0	62	14	0.6	-5
Cc1ccc(S(=O)(=O)N2CCCCC2)cc1NC(=O)COC(=O)C1CC2C=CC1C2 (centres undefined)	-3	-4	18	8	-6	3	26	-10	-1.1	-2

Printed as active in SR-BI DiI inh (from the list above):
| structure | V-ATPase pH | NSD2 HMT inh | Wnt act | PvdQ acylase | SR-BI DiI inh | MITF TRPM1 HTS | CDK5 inh | dFosB activator |
| --- | --- | --- | --- | --- | --- | --- | --- | --- |
| NC(=S)NNc1ccnc2cc(Cl)ccc12 | 2 | 0 | 0 | -4 | 90* | -6 | 2.7 | 3 |

Next section
SMILES	V-ATPase pH	NSD2 HMT inh	Wnt act	HTR5A inv ag	PvdQ acylase	HTR5A ag	SR-BI DiI inh	MITF TRPM1 HTS	CDK5 inh	dFosB activator
COc1cc2cnc(-c3ccsc3)c(-c3ccc(F)cc3)c2cc1OC	-3	x	-2	3	-9	-3	55	-14	1.7	-1
Cc1cc(NC(=O)C(Cl)Cl)cc2c1OCO2	1	0	-3	3	-7	-1	-27	-3	-0.2	1
CCOc1ccc(CCNC(=O)Cc2ccc(NC3=NC4CS(=O)(=O)CC4S3)cc2)cc1 (centres undefined)	-3	x	0	-7	4	0	-16	x	0.9	0
CCn1c(SCC(=O)NC2CCCCC2)nnc1-c1ccccn1	8	0	3	-1	-11	1	-22	-15	-0.3	-4
Cc1ccc(-c2noc(-c3ccno3)n2)cc1	1	-2	-2	-8	-2	-1	-7	x	-1.8	-4
Cc1ccc(-c2nnn(CC(=O)N(CC(=O)NC(C)C)c3cnc4ccccc4c3)n2)o1	6	-1	-3	-25	10	14	-8	-2	11	-1
Cc1onc(-c2ccccc2)c1CNS(=O)(=O)c1cccc(Cl)c1	1	-3	-1	-2	-4	3	-14	x	0.2	-1
Cc1cc(Nc2ccccc2F)n2nc(C)nc2n1	6	x	0	-16	5	6	-12	-8	0.8	6
CCOC(=O)c1c(NC(=O)c2c(C(=O)O)cccc2[N+](=O)[O-])sc(C)c1C	0	-1	-5	-2	0	1	-8	3	-0.5	-2
Cc1c(N2C(=O)/C(=C\c3ccc(N(C)C)cc3)N(C)C2=S)c(=O)n(-c2ccccc2)n1C	-1	14	7	18	-16	-2	36	-18	0.4	12
COC(=O)c1c(C(=O)OC)c(-c2ccccc2)n2c1CS(=O)C2 (centres undefined)	-1	-2	x	9	11	-2	-19	-10	0.9	-4
CSc1nnc(C)c(/C=C/NOCc2cccc(F)c2)n1	-1	0	-1	6	-6	-5	-4	-2	-0.4	-6
Cn1cc(C(=O)NCc2ccc(F)cc2)c(=O)c2cc(S(=O)(=O)N3CCCCC3)ccc21	-4	-1	-6	2	7	-1	-40	-2	-0.2	2
Cc1nc(-c2ccc(F)cc2)c(CC(=O)N(C)CC(=O)Nc2ccccc2Cl)s1	0	2	3	2	-22	-1	-3	1	0.2	-5
CCOC(=O)c1cc(=O)n2[nH]c(-c3ccc(C)cc3)cc2n1	-2	-5	x	8	-11	-2	-15	2	1.0	-4
CCn1ccnc1[C@@H]1C[C@H]2CN(Cc3ccccc3OC)C(=O)[C@]23CCCN13	-4	1	2	-6	4	4	x	13	-0.3	0
Cc1ccc(O)c(NC(=O)C2CC(c3ccc(F)cc3)=NO2)c1 (centres undefined)	3	0	x	-3	-9	2	0	-5	1.0	-5
CC(=O)c1cccc(NC(=O)c2c(C)nn(-c3ccccc3)c2Cl)c1	-2	-1	2	-1	-11	1	61	15	0.1	-10
COc1ccc(-n2c(C)cc(C(=O)CCl)c2C)cc1	1	12	-1	-15	4	4	4	-94	-0.6	-11
COc1cc([N+](=O)[O-])cc(/C=N/NC(=O)C(C)Nc2ccccc2C)c1O (centres undefined)	0	2	-2	18	1	-5	27	-9	0.3	-12
O=C(NCc1ccccn1)c1cc2ccccn2n1	-4	x	6	1	9	2	-8	x	2.8	0
NS(=O)(=O)c1cccc(NS(=O)(=O)c2ccc(/C=C/C(=O)O)cc2)c1	0	3	0	4	9	-2	x	8	1.0	1
O=C(CCNS(=O)(=O)c1ccccc1F)NCc1ccc2c(c1)OCO2	-1	0	x	1	-14	-1	-30	5	1.2	-11
